UPR XBP1 act = adaptive UPR (XBP1) activation. hit rate 0.33% among 330,000. activation, % at 20 µM. CHO-XBP1 luciferase reporter, IRE1-XBP1 UPR activation, luminescence; percent of tunicamycin response, DMSO as zero;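 active means versus positive control, 20 µM dose yields 30% or more activation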;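 further: 100% = tunicamycin at 10 µg/mL and 0% = DMSO only wells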
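Material: CHO-XBP1 cells stably carrying IRE1-XBP1-driven luciferase reporter | Medium: F12 with 10% serum | Compound dosing: 20 µM single concentration, DMSO 1% | Incubation: Overnight seeding at 37 °C, 6 h compound treatment at 37 °C | Detection: Steady-Glo luminescence read | Read-out basis: % activation of reporter signal versus tunicamycin and DMSO controls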
APJ antagonist = antagonists of human APJ apelin receptor. AID 2521. inhibition, % at 20 µM. CHO-K1 APJ beta-arrestin complementation, luminescence. hit rate 0.32% among 330,000. P35414;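 active means inhibition above about 40% at 20 µM, limit read from the data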;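 further: cells challenged with 10 nM apelin-13 agonist together with compound; plate controls were apelin-13 plus DMSO wells for no effect and DMSO wells lacking apelin-13 for full effect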
Mdm2 MdmX PPI = human Mdm2/MdmX binding inhibition. inhibition, % at 8 µM. O15151+Q00987. SaOS-2 split-luciferase Mdm2/MdmX complementation, luminescence. hit rate 3% among 330,000;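 active means inhibition of at least 50% at 8 µM in the primary screen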
Target sequence (O15151 whole entry, looked up): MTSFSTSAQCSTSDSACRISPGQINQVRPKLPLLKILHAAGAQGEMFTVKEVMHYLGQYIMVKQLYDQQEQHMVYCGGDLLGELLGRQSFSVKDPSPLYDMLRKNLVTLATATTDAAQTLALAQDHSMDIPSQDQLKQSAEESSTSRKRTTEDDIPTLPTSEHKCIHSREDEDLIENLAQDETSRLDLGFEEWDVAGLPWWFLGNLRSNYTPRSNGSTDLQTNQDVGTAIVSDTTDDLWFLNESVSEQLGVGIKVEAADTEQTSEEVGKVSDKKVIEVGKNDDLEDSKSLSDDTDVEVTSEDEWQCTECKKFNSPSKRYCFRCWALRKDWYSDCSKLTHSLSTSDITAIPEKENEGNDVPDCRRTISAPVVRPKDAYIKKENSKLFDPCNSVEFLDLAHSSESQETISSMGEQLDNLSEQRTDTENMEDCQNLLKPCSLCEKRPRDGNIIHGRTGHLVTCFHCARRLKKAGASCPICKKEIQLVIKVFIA
Target sequence (Q00987 whole entry, looked up): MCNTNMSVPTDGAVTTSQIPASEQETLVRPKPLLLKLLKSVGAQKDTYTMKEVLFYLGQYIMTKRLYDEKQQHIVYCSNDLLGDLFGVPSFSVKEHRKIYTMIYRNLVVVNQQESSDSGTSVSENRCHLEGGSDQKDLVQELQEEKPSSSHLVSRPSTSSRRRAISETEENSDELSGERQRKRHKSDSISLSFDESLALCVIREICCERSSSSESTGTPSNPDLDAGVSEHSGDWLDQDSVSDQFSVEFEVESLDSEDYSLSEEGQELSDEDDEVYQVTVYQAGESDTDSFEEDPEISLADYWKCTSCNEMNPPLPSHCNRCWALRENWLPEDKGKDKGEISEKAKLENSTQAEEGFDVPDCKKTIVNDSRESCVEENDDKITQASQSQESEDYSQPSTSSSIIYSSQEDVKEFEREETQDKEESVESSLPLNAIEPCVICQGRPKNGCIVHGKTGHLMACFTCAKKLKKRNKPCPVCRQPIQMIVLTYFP
APJ agonist = APJ receptor agonism; P35414; CHO-K1 APJ PathHunter beta-arrestin, luminescence; 0% DMSO wells, 100% apelin; activation, % at 20 µM; hit rate 0.11% among 330,000; AID 2520;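 active means activation more than six SD over the plate average, tested at 20 µM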;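 further: 0% = DMSO alone and 100% = apelin-13 at 10 nM; some results filed as inactive read as strong as hits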
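assay system = CHO-K1 APJ beta-arrestin complementation cell line | input = cell density 1000 per well | dosing = compound 20 µM once, DMSO 1% | timing = compound 90 min 25 °C, reagent 1 h | measured by = luminescence from split beta-galactosidase complementation, Galacton Star/Emerald II substrate | read-out basis = APJ agonist activity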
697 NFkB inh = inhibitors of the PMA/ionomycin-induced NF-kB reporter in 697 B cells; 697 B-cell NF-kB luciferase reporter, 16 h; inhibition, % at 4 µM; hit rate 0.33% among 330,000; in the data active means inhibition above about 35%
tim23-1 inh = inhibits growth of tim23-1 mutant yeast | S. cerevisiae tim23-1 growth, BacTiter-Glo luminescence, 24 h | inhibition, % at 20 µM | hit rate 1.3% among 330,000 | AID 463212;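 active means growth inhibition of the mutant yeast at or above 50%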;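 further: temperature-sensitive mutant grown at 25 °C; plate controls were DMSO-treated mutant yeast for no effect and medium wells lacking yeast for full effect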
Jurkat NFkB inh = inhibitors of the PMA/ionomycin-induced NF-kB reporter in Jurkat cells; PMA/ionomycin-induced NF-kB luciferase reporter, luminescence; inhibition, % at 4 µM; hit rate 0.53% among 330,000; AID 435003; in the data active means inhibition above about 50%
UPR CHOP act = apoptotic UPR (CHOP) activation; hit rate 0.34% among 330,000; AID 449763; activation, % at 10 µM; CHO-CHOP luciferase reporter, luminescence; percent of tunicamycin response over DMSO baseline;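 active means at 10 µM dose, activation of 40% or more, normalized to positive control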;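 further: 100% = tunicamycin at 10 µg/mL and 0% = DMSO alone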
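assay system = CHO CHOP reporter cells | amount = 500 CHO-CHOP cells per well | buffer or medium = F12 with 10% FBS | incubation = 16-18 h cell attachment, then 6 h compound exposure, 37 °C | detection = luminescence read with Steady-Glo | read-out = percent activation relative to tunicamycin control | controls = tunicamycin high control, DMSO low control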
Numbers without * were called inactive.

#	SMILES	tim23-1 inh	UPR CHOP act	Mdm2 MdmX PPI	UPR XBP1 act	APJ antagonist	697 NFkB inh	Jurkat NFkB inh	APJ agonist
1	CCC(C(=O)Nc1ccon1)c1ccccc1 (configuration not stated)	-1	1.0	12	-3	-7	12	-10	-1
2	O=C(CCN1CCCC1Cc1ccccc1)c1ccc2c(c1)OCCO2 (configuration not stated)	18	0.4	-4	-4	8	20	-4	-2
3	Cc1ccc(C)c(N2CC(=O)N(c3cc(C)ccc3C)CC2=O)c1	1	0.4	-4	3	11	2	2	0
4	CCOC(=O)COc1ccc2c(=O)c(-c3ccccc3OC)coc2c1	15	-2.8	21	3	-1	1	17	-2
5	Cc1cc(C)n2nc(N)c(N=Nc3cccc(Cl)c3)c2n1	3	2.0	-7	5	18	-15	-2	-3
6	COCCCNC(=O)c1ccccc1N(Cc1ccccc1)S(=O)(=O)c1ccccc1	27	1.4	23	-3	11	1	5	-4
7	C=C(C)C1Cc2c(C)nn(-c3cccc4ccccc34)c2C1 (configuration not stated)	21	-0.5	10	4	17	-9	11	-2
8	COc1ccc2oc(=N)c(C(=O)Nc3ccc(C)cc3)cc2c1	22	6.9	16	2	27	-31	-22	-3
9	Cc1ccc(CNC(=O)CS(=O)CC(=O)O)cc1 (configuration not stated)	11	-0.6	-2	-2	7	18	1	-2
10	CCN1CCN(c2nn3c(=O)c4ccccc4nc3c3ccccc23)CC1	4	-1.0	20	3	23	-6	-17	-7
11	NS(=O)(=O)c1ccc(CNC(=O)/C=C/c2ccccc2)cc1	10	-0.8	26	-3	6	0	6	-2
12	CCOC(=O)C1=C(C)NC(=O)NC1c1ccc(Br)s1 (configuration not stated)	9	-2.4	22	0	0	2	-10	2
13	Cc1ccc(-n2c(C)cc(C(=O)COc3c(CO)cc(F)cc3CO)c2C)cc1C	23	1.9	21	-1	-10	-5	8	0
14	NC(CO)C(O)c1ccc([N+](=O)[O-])cc1 (configuration not stated)	8	-1.1	-20	0	-59	-17	-19	-2
15	O=C1c2ccccc2C(=O)c2c1oc(C(F)(F)F)c2C(=O)c1ccccc1	80*	-2.2	84*	-6	-20	-4	19	5

Random excerpt: 2 compounds from above
#	SMILES	tim23-1 inh	UPR CHOP act	Mdm2 MdmX PPI	UPR XBP1 act	APJ antagonist	697 NFkB inh	Jurkat NFkB inh	APJ agonist
10	CCN1CCN(c2nn3c(=O)c4ccccc4nc3c3ccccc23)CC1	4	-1.0	20	3	23	-6	-17	-7
7	C=C(C)C1Cc2c(C)nn(-c3cccc4ccccc34)c2C1 (configuration not stated)	21	-0.5	10	4	17	-9	11	-2

The results go on:
#	SMILES	tim23-1 inh	UPR CHOP act	Mdm2 MdmX PPI	UPR XBP1 act	APJ antagonist	697 NFkB inh	Jurkat NFkB inh	APJ agonist
16	CCOC(=O)c1sc2c(c1C)C(c1cccs1)C1=C(CCCC1=O)N2 (configuration not stated)	12	-2.3	17	-4	16	1	10	0
17	CCn1c(SCC(=O)N2CCCc3ccccc32)nnc1-c1c[nH]c2ccccc12	12	-2.2	1	0	-11	13	-12	-2
18	COc1ccc(CCC(=O)NCCS(=O)(=O)N2CCN(c3ccc(OC)cc3)CC2)cc1	14	1.5	13	-6	-8	-12	-1	3
19	COC(CN(C)C(=O)C1CCC(CNS(=O)(=O)c2ccc(C)cc2)CC1)OC (configuration not stated)	9	-1.8	-1	-2	13	1	2	0
20	CCOC(=O)c1cc(NC(=O)N(C(C)C)C(C)C)c(C)nc1C	16	-2.1	-30	-2	-11	-21	5	-1
21	CC(=O)c1cccc(NC(=S)N2CCN(S(=O)(=O)c3ccccc3)CC2)c1	9	0.9	31	-5	4	12	-8	-4
22	O=C(Nc1cccc2nsnc12)c1ccc2c(c1)OCO2	17	1.1	-16	-3	14	8	-3	-4
23	CCCCOC(=O)c1ccc(NC(=O)CSc2nnnn2C)cc1	11	-0.3	-2	3	-3	8	0	-1
24	COc1ccccc1C(=O)Nc1ccnn1C1CCN(Cc2cc(C)c(C)cc2C)CC1	9	-0.3	6	-4	-14	-13	17	15
25	CCCCN(C(=O)c1[nH]c(C)c(C(=O)OCC)c1C)c1c(N)n(CCCC)c(=O)[nH]c1=O	-10	0.2	24	-3	15	-2	-1	-1
26	COCC(=O)N/N=C/c1ccc(Sc2nc3ccccc3s2)o1	29	-1.5	-13	0	9	-41	10	6
27	COc1ccc(NC(=O)CC2Nc3cc(C)c(C)cc3NC2=O)c([N+](=O)[O-])c1 (configuration not stated)	-3	2.7	88*	3	21	5	-5	1
28	CCOc1ccc(CNC(=O)CCS(=O)(=O)Cc2ccc(C)cc2)cc1OC	10	0.6	12	1	-6	4	-1	0
29	S=C1SCN(Cc2ccccc2)CN1Cc1ccccc1	16	1.6	26	-4	1	1	-12	-2
30	O=C(NCC(=O)N1CCN(S(=O)(=O)/C=C/c2ccccc2)CC1)c1ccc(Cl)cc1	-9	0.6	3	0	12	6	-8	-1
31	COc1ccc(Cl)cc1NC(=O)C/C(C)=N/NC(=O)c1ccc(O)cc1	19	0.7	9	-3	8	9	14	-3
32	CCCCOc1ccc(S(=O)(=O)N2CCN(C)CC2)cc1	10	1.6	-11	-1	-6	4	-58	-2
33	Cc1ccc(C)c(S(=O)(=O)NCc2ccncc2)c1	2	-0.8	12	2	6	-44	15	-5
34	COc1ccc(Cn2c(/C=C/c3ccccc3)nc3ccccc32)cc1	36	7.6	-113	7	9	-127	-121	-2
35	CC(NC(=O)COC(=O)CCc1nc2ccccc2c(=O)[nH]1)c1ccccc1 (configuration not stated)	7	1.6	7	2	-9	15	4	-3
36	COCCn1c(SCC(=O)Nc2ccc(Cl)c(S(=O)(=O)N(C)C)c2)nc2ccccc21	6	-0.7	28	-3	-8	7	-2	-4
37	O=C(CSc1nc(-c2ccco2)cc(C(F)(F)F)n1)NC1CCCC1	-5	-0.4	5	-3	6	-6	-1	-2
38	CCOc1ccc(NC(=O)Nc2ccc3nsnc3c2)cc1	-9	0.1	7	2	5	-19	-24	-4
39	COc1cc(OC)nc(NC(=O)CSc2nc3ccccc3o2)n1	5	2.4	17	-2	13	1	5	-1
40	Cc1cnc(NC(=O)Cc2ccc(C)c(C)c2)s1	-3	2.2	-9	2	-4	-15	-9	-3
41	CC1(C)Cc2c(cnn2-c2ccccc2)C(NC(=O)CCCN2CCCC2=O)C1 (configuration not stated)	3	-0.3	20	1	26	15	4	0
42	Cc1cccc(C)c1NC(=O)CNC(=O)C1CCCN(C(=O)c2ccc(Cl)cc2)C1 (configuration not stated)	3	1.0	34	1	4	1	-2	-3
43	COc1ccccc1Nc1nc2ccccc2[nH]1	13	6.9	-34	2	4	-29	-31	2
44	Cc1cc(Cl)n2nc(C)c(-c3ccc(Cl)cc3)c2n1	25	2.2	91*	6	-31	18	1	6
45	CCn1nc(NS(=O)(=O)c2ccc([N+](=O)[O-])cc2)c2cc3ccccc3nc21	9	-0.2	13	-4	-1	12	-8	3
46	O=C(O)c1cc(NS(=O)(=O)c2cccc3nsnc23)cc(C(=O)O)c1	5	3.7	-12	-3	10	5	-23	-2
47	COc1c(C)oc2cc(O)ccc2c1=O	2	-1.7	6	-3	-2	12	11	1
48	C[C@H](NS(=O)(=O)c1ccc2c(c1)OCCCO2)C(=O)N1CCN(c2ccc(F)cc2)CC1	19	-0.4	-11	1	-11	-24	-25	9
49	CC(C)NC(=O)Cn1c(=O)n(CC(=O)N2CCCCC2)c(=O)c2sccc21	10	1.8	-7	-5	14	9	-8	-4
50	O=C(c1ccc(Cn2c(=O)[nH]c3ccccc3c2=O)cc1)N1CCN(c2ccccc2)CC1	-5	0.2	32	1	-24	-4	4	-2
51	O=C(NCCCn1ccnc1)c1cccc(S(=O)(=O)NCc2ccccc2)c1	5	-1.0	26	-3	17	-5	0	0
52	Cc1ccc(NC(=O)CNCc2ccccc2)c(Br)c1	7	5.6	-24	1	-4	-19	-44	-2
53	C=CCc1ccc(OCC(O)CN2CCN(c3ccccc3)CC2)c(OC)c1 (configuration not stated)	-8	6.1	-30	1	0	-3	-23	-2
54	COc1ccc(C(=O)Nc2cc(OC)ccc2OC)cc1	10	1.7	17	0	14	9	-4	-4
55	OCCN1CCN(C(=S)c2ccc(-c3ccccc3)cc2)CC1	26	-1.3	7	3	16	55*	2	-1
56	O=C1CC2(CCCC2)C(=O)N1CN1CCN(S(=O)(=O)c2ccc(F)cc2F)CC1	8	0.6	0	-2	5	2	-28	-1
57	CCn1cnc2cc(NCc3ccc(N(C)C)cc3)ccc21	8	-0.3	19	2	-3	-4	-26	-4
58	COCCNc1nc2nonc2nc1N1C[C@H]2CC[C@H]1C2	11	-0.7	-3	2	-33	18	1	1
59	COC(=O)c1sc(NC(=O)/C=C/c2ccc(C)o2)nc1C	16	2.1	-27	-2	-1	8	6	-1
60	CCOC(=O)C1CCCN(C(=O)Cc2ccc(C)cc2)C1 (configuration not stated)	7	1.6	15	0	4	5	0	-3

Three compounds from above, limited to UPR XBP1 act, tim23-1 inh and APJ antagonist:
entry	mol	UPR XBP1 act	tim23-1 inh	APJ antagonist
56	O=C1CC2(CCCC2)C(=O)N1CN1CCN(S(=O)(=O)c2ccc(F)cc2F)CC1	-2	8	5
57	CCn1cnc2cc(NCc3ccc(N(C)C)cc3)ccc21	2	8	-3
58	COCCNc1nc2nonc2nc1N1C[C@H]2CC[C@H]1C2	2	11	-33

Other results follow.
#	SMILES	tim23-1 inh	UPR CHOP act	Mdm2 MdmX PPI	UPR XBP1 act	APJ antagonist	697 NFkB inh	Jurkat NFkB inh	APJ agonist
61	COc1ccc(C(C)=O)cc1COC(=O)C1CC(=O)N(Cc2ccccc2)C1 (configuration not stated)	18	-0.5	2	-3	1	12	2	-5
62	CCOC(=O)CNC(=O)c1ccccc1Br	8	3.4	21	-2	-1	11	12	-2
63	CC1CCCC(NC(=O)c2ccc(COc3ccccc3)o2)C1C (configuration not stated)	27	0.0	6	-6	10	-17	-17	-4
64	COc1ccc(NC(=S)N2CCNC(=O)C2CC(=O)Nc2cccc(Cl)c2C)cc1 (configuration not stated)	7	-2.3	-3	2	0	-6	-8	-4
65	O=C(NCc1ccccn1)C1CCN(S(=O)(=O)N2CCCCC2)CC1	-10	1.1	22	-5	6	-2	7	5
66	COC(=O)c1ccc(Sc2ccccc2NS(=O)(=O)c2ccc(OC)cc2)nc1	6	0.3	3	2	3	-6	4	-3
67	C#CCCOC(=O)N1C2=NC(C(=O)OC)=C(C(=O)OC)[C@@H]3N(C)c4ccccc4[C@]23C[C@H]1C(=O)OC	-5	1.2	34	1	2	24	28	-2
68	CCc1ccc(NC(=O)CCNC(=O)Cn2ccc3ccccc3c2=O)cc1	-3	0.2	7	-8	-7	16	0	-2
69	CCN(CC)c1ccc(NC(=O)CCCCC(=O)Nc2ccc(N(CC)CC)cc2)cc1	3	-1.1	12	-1	-7	11	5	-4
70	CC(C)=CC(O)C/C(C)=C/COc1ccc2ccc(=O)oc2c1 (configuration not stated)	21	-0.5	16	2	-4	-1	-11	-3
71	COC(=O)c1[nH]c2cc(C)ccc2c1NC(=O)CN1CCc2cc(OC)c(OC)cc2C1	15	-2.4	28	-5	-12	3	11	-4
72	CCOC(=O)[C@@H]1[C@H]2COc3cc(OC)ccc3[C@H]2N2C(=O)N(c3cccc(F)c3)C(=O)[C@]12C	6	0.5	9	-3	13	-5	-6	-2
73	O=[N+]([O-])c1ccc(O)c(C=Nc2cccc3ccccc23)c1	40	2.3	41	5	-23	-14	9	4
74	O=C(CSc1nnc(NC(=O)Cc2ccc(F)cc2)s1)NCc1ccco1	-11	0.0	-12	6	5	-7	6	0
75	CCCN(CC(=O)Nc1ccccc1C)C(=O)c1oc2ccc(OCC)cc2c1C	18	1.1	14	-3	-18	1	23	3

Source: PubChem BioAssay (Sanford-Burnham Center for Chemical Genomics)
